# Dengue-2 NS5 capping = Dengue-2 NS5 methyltransferase inhibitors, primary screen, biochemical, confirmation dose response (AID 588689) | Dengue-2 NS5 methyltransferase capping enzyme assay, biochemical; higher % means a stronger effect | inhibition, % at 25 µM; hits with a dose series show IC50 in µM | 0.3% of 340,000 active; in the data active = a potency from the dose series; inconclusive = inhibition above about 29% without an active follow-up result
# Large T inhibition = TAg ATPase/helicase activity blockers – biochemical (AID 1903); 0.39% of 310,000 active; SV40 large T antigen ATPase/helicase inhibition assay; higher % means a stronger effect; inhibition, % at 20 µM, or IC50 in µM where a hit was titrated; in the data active = a potency from the dose series; inconclusive = inhibition mostly from about 32% at the one dose, without a potency; inactive = the rest, 99 in 100 with inhibition below about 32%; note: strong numbers were not always called active
# K1F lysis inhibition = protection from phage-mediated lysis, alamar blue read-out – E. coli UTI89, K1F phage, bacterial capsule biogenesis inhibitors (AID 488966) | 0.02% of 340,000 active | inhibition, % at 100 µM; hits with a dose series show IC50 in µM | E. coli UTI89 K1F phage lysis, alamar blue, 2 h; higher % means a stronger effect;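 active = phage lysis inhibition, versus mean bacterial control, above a set limit; inconclusive = no clear call, values can overlap the other calls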;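 note: capsule biogenesis inhibitors block K1F phage lysis so surviving cells raise fluorescence; higher fluorescence means more inhibition of phage lysis; actives were called in the ten point dose series up to 300 µM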
# GPR35 antagonists = GPR35 antagonists blocking zaprinast-driven arrestin recruitment, primary screen, imaging, U2OS, beta-arrestin-GFP, zaprinast agonist (AID 2058). U2OS GPR35 beta-arrestin-GFP translocation imaging, zaprinast antagonism; higher % means a stronger effect. inhibition, % at 10 µM; hits with a dose series show IC50 in µM. 0.052% of 290,000 active;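 active = inhibition of at least 50% with at least 30 cells and total cytoplasm GFP at most 10,000,000; inconclusive = under 30 cells or total GFP of 10,000,000 plus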
# Salmonella PhoP GFP = inhibitors of PhoP regulon expression, primary screen, Salmonella Typhimurium, GFP reporter (AID 1863). S. Typhimurium PhoP-regulated promoter GFP reporter, 4 h; higher % means a stronger effect. one-dose inhibition, % at 50 µM; IC50 in µM for titrated hits. 0.16% of 300,000 active;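 active = inhibition over 29.93%, a cutoff 3 SD above the screen mean, later confirmed by dose response; inconclusive = inhibition over 29.93% but no dose response follow-up; inactive = inhibition at most 29.93% or unconfirmed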;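 note: 0% = low Mg2+ inducing control and 100% = high Mg2+ repressing control; strong numbers were not always called active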
# RSV CPE inhibition = RSV antiviral activity via CPE protection, HEp-2 cells, primary 10 µM value included (AID 2391) | HEp-2 cells, RSV-induced CPE inhibition; higher % means a stronger effect | CPE inhibition, % at 10 µM; hits with a dose series show IC50 in µM | 0.13% of 310,000 active; in the data active = a potency from the dose series; inconclusive = CPE inhibition mostly from about 23% at the one dose, without a potency; inactive = the rest, 99 in 100 with CPE inhibition below about 21%; note: strong numbers were not always called active
# GPR55 antagonists = inhibition of LPI-stimulated GPR55 beta-arrestin translocation – imaging, U2OS, beta-arrestin-GFP, LPI agonist, primary screen (AID 2013). U2OS GPR55 beta-arrestin-GFP translocation imaging, LPI antagonism; higher % means a stronger effect. inhibition, % at 10 µM, or IC50 in µM where a hit was titrated. 0.13% of 290,000 active;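 active = spots per cell inhibited over 60%, with over 100 cells counted and total cytoplasm intensity under 500,000; inconclusive = wells with under 100 cells, flagged as likely toxic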;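 note: U2OS cells stably carrying GPR55 and arrestin-GFP stimulated by 5 µM LPI near EC80; imaged beta-arrestin-GFP aggregate spots per cell after agonist stimulation; plate controls were LPI-stimulated DMSO wells for no effect and DMSO wells without LPI for full effect; some results filed as inactive read as strong as hits; confirmed hits need IC50 under 10 µM and bright autofluorescent wells are also inconclusive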
# MgcRacGAP inhibition = MgcRacGAP GTPase-activating activity inhibitors, confirmation, biochemical, ADP Hunter fluorescence | AID 624330 | 0.6% of 340,000 active | MgcRacGAP-stimulated Rac1 GTP hydrolysis, ADP Hunter fluorescence; higher % means a stronger effect; GST-tagged Rac1 F28L mutant substrate | inhibition, % at 30 µM, or IC50 in µM where a hit was titrated;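 active = first-screen hits whose inhibition reached a set limit at any dose in the follow-up dose series; inconclusive = inhibition above the set first-screen limit but never retested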;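 note: fluorescence reports GDP produced by GAP-driven GTP hydrolysis; strong numbers were not always called active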
# HIV fusion peptide = inhibitors of HIV fusion peptide binding, primary screen, biochemical, uHTS, fluorescence dequenching (AID 1986) | cell-free peptide binding, fluorescence dequenching, 30 min; higher % means a stronger effect | 0.3% of 290,000 active | one-dose inhibition, % at 20 µM; IC50 in µM for titrated hits; in the data active = inhibition mostly above about 52%, no sharp cut-off; inactive = mostly below about 76%; note: some results filed as inactive read as strong as hits
# Numbers without * were called inactive; ? = inconclusive; nt = not tested or not shown; [ ] = dose if it differs, or a comment.
SMILES,Dengue-2 NS5 capping,Large T inhibition,K1F lysis inhibition,GPR35 antagonists,Salmonella PhoP GFP,RSV CPE inhibition,GPR55 antagonists,MgcRacGAP inhibition,HIV fusion peptide
COc1ccc(-c2ccc(NS(=O)(=O)c3ccc([N+](=O)[O-])cc3)cc2)nn1,5%,6%,-1.3%,7%,6%,8.2%,-9%,6%,1.8%
O=C(Cc1ccc(Cl)cc1)NNC(=S)NC(=O)c1cccnc1,-6%,23%,0.0%,-2%,-6%,1.8%,-1%,10%,3.5%
O=C(CN1CCOCC1)N1CCc2ccccc2C(c2ccccc2)C1 (centres undefined),3%,7%,0.0%,5%,12%,1.4%,9%,11%,0.5%
CN(C(=O)Cc1noc2ccccc12)c1ccccc1,-10%,4%,1.1%[50 µM],-12%,-5%,2.1%,-1%,8%,-1.8%
CCC1S/C(=N/N=C/c2ccco2)N(Cc2ccccc2)C1=O (centres undefined),nt,14%,nt,9%,-10%,6.9%,-6%,nt,-0.4%
c1ccc2oc(Cc3ccc(Cc4nc5ccccc5o4)cc3)nc2c1,-6%,7%,0.1%,14%,-10%,3.4%,4%,0%,0.4%
COc1ccc(C(=O)COC(=O)CCNS(=O)(=O)c2ccccc2)c(OC)c1,-9%,13%,1.0%[50 µM],nt,-7%,-0.1%,nt,1%,nt
CCCn1c(N)c(N(CCOC)C(=O)c2cc(C)cc(C)c2)c(=O)[nH]c1=O,5%,-2%,0.2%,9%,1%,1.2%,2%,11%,-0.5%
Cn1c(-c2cccc(F)c2)nc2c1c(=O)[nH]c(=O)n2Cc1ccccc1,-5%,-3%,0.1%,13%,8%,0.2%,-8%,7%,0.7%
Cc1ccc(NC(=O)CSc2nnc(C3CC3)n2N)cc1S(=O)(=O)N1CCOCC1,-1%,1%,1.5%,-5%,5%,2.9%,3%,-5%,-0.2%
Nc1cc(=O)[nH]c(SCC(=O)Nc2ccc(Br)cc2)n1,1%,0%,-0.3%,8%,-8%,0.4%,0%,9%,3.1%
CCCCCCSc1cc(-c2nc3cnccn3c2NCc2ccccc2)ccc1OC,-20%,8%,0.7%,nt,10%,-4.0%,nt,2%,nt
C=CCn1c(SCC(=O)Nc2sccc2C(N)=O)nc2ccccc2c1=O,-2%,1%,1.8%,-5%,2%,-0.3%,-3%,10%,-2.0%
NCCCC[C@H]1CN=C(N)N1CCC12CC3CC(CC(C3)C1)C2,-5%,22%,8.4%,10%,17%,-0.3%,-11%,11%,0.4%
CCOC(=O)N1CCN(Cc2nc3c(c(=O)n(C)c(=O)n3C)n2Cc2ccc(F)cc2)CC1,-8%,6%,-0.8%,7%,-4%,1.8%,6%,-2%,-2.2%
COC(=O)c1sccc1NC(=O)Cc1ccc(Br)cc1,-6%,12%,-0.2%,-9%,8%,19%,-6%,5%,-0.7%
CC(C)[C@H](NC(=O)[C@@H]1Cc2c([nH]c3ccccc23)C2c3ccccc3C(=O)N21)C(=O)N1CCC[C@@H]1C(=O)O (some centres undefined),-1%,3%,3.2%,-3%,5%,nt,-3%,8%,4.1%
CC(C)N1CSC(=S)N(Cc2ccccc2)C1,-1%,5%,1.9%,4%,1%,0.2%,6%,2%,0.8%
CCOc1ccc(CCNC(=O)Cn2nc(C)c3c(C)n(-c4ccccc4)nc3c2=O)cc1OCC,-11%,14%,0.5%,19%,8%,3.1%,4%,8%,-0.2%
COc1ccc(C)cc1NC(=O)NCc1ccc(F)cc1,0%,22%,0.2%,1%,3%,1.1%,13%,5%,-0.2%
O=C(Cn1nnc2ccccc21)NNC(=O)c1ccccc1,-2%,11%,0.0%,-9%,-3%,0.4%,2%,8%,-0.6%
CCOC(=O)CN1C(c2ccc(O)cc2)Nc2ccc(Br)cc2C1c1ccccc1 (centres undefined),-1%,15%,-2.2%[50 µM],-20%,19%,3.3%,17%,9%,2.1%
O=S(=O)(c1ccc(F)c2ccccc12)N1CCCCC1,1%,5%,?,-15%,14%,4.0%,7%,5%,-0.4%
CCC1CN(C(=O)N2CCC(C(=O)Nc3ccccc3OC)CC2)c2ccccc2O1 (centres undefined),-1%,4%,-0.3%,20%,-11%,2.1%,16%,5%,2.9%
C=CC[n+]1c(-c2ccccc2)csc1NC(C)(C)C,-3%,5%,-1.4%,-1%,0%,-0.5%,0%,3%,0.6%
Cc1cc(/C=C2\Cc3ccccc3C2=O)c(C)n1-c1ccccc1,-25%,5%,2.2%[50 µM],12%,10%,?,2%,5%,15%
Cc1ccc(C)c(S(=O)(=O)N2CCCC2CNC(=O)C(=O)NCCc2ccccc2)c1 (centres undefined),3%,11%,0.8%[50 µM],nt,-6%,8.4%,nt,6%,nt
COc1cc2nc(Cl)nc(N3CCOCC3)c2cc1OC,-6%,11%,-0.8%,2%,-9%,-0.7%,3%,12%,-1.7%
CC(C)(C)NC(=O)C1Cc2ccccc2CN1C(=O)Nc1ccccc1Cl (centres undefined),-1%,29%,-0.3%,1%,-10%,0.5%,-5%,15%,-2.2%
COC(=O)[C@@H]1CCCN1Cc1nc(Cc2ccccc2F)no1,3%,1%,-0.3%,-1%,2%,0.2%,12%,-2%,-1.8%
CC(OC(=O)c1ccc2ncsc2c1)C(=O)N1CCCC1 (centres undefined),nt,10%,nt,-5%,7%,-0.4%,-6%,nt,0.8%
Nc1c(S(=O)(=O)c2ccccc2)c2nc3ccccc3nc2n1/N=C/c1cccc(O)c1,-5%,0%,-0.2%,-28%,2%,-2.3%,35%,1%,1.2%
Cc1ccc(NC(=S)NCc2ccco2)c(C)c1,-5%,10%,0.2%,-10%,-3%,nt,5%,4%,1.3%
CN(Cc1ccccc1)C(=O)c1nc[nH]c1C(=O)N1CCN(C(=O)OC(C)(C)C)CC1,-3%,nt,1.1%,nt,nt,2.7%,nt,11%,nt
COc1ccc(/C=C/C(=O)Nc2ccc(OC)cc2[N+](=O)[O-])cc1,2%,15%,3.0%,-10%,8%,0.6%,0%,3%,7.3%
COc1ccc(-n2c(SC)nnc2-c2c[nH]c3ccccc23)cc1,1%,3%,1.4%,-5%,3%,1.2%,-1%,-10%,2.3%
CCNC(=O)CSc1nc2cc(S(=O)(=O)Nc3ccc(OC)cc3)ccc2o1,5%,?,0.1%,-20%,0%,2.9%,5%,10%,-1.8%
CNCCCOc1ccc(C)cc1OC,1%,-3%,-1.8%,-5%,0%,-0.3%,1%,20%,0.2%
CCC(O)(CC)C(=O)NN(C(=O)Nc1csc2c1CCCC2)c1ccccc1,1%,2%,7.7%,9%,8%,1.0%,5%,6%,3.8%
CC1=NN(C(=O)c2ccc(Cn3cc(Br)c([N+](=O)[O-])n3)o2)C(O)(C(F)(F)F)C1 (centres undefined),-1%,10%,-0.5%,17%,6%,1.5%,-1%,3%,3.1%
C/C(CCc1ccco1)=N\NC(=O)CNc1cccc2ccccc12,11%,10%,0.4%,2%,3%,2.3%,-12%,-36%,22%
COC1(OC)C(/C=C/c2ccc(C)cc2)C(C#N)(C#N)C1(OC)OC (centres undefined),-16%,7%,-0.4%,nt,4%,-1.4%,nt,-2%,nt
C(=N\Nc1nc2ccccc2[nH]1)/c1c[nH]c2ccccc12,-3%,?,9.8%[50 µM],5%,?,8.9%,4%,36µM*,-1.7%
O=C(CCCCCn1c(=S)[nH]c2cc3c(cc2c1=O)OCO3)N1CCN(C(=O)c2ccco2)CC1,10%,7%,0.0%,1%,-3%,0.7%,13%,3%,-0.3%
O=C(Cc1ccc([N+](=O)[O-])cc1)N1CCN=C1SCc1ccccc1,-2%,4%,0.7%,10%,4%,2.6%,4%,2%,-0.4%
O=c1c2cc(N3CCOCC3)ccc2[nH]c(=S)n1CCc1ccccc1,0%,3%,0.2%,6%,-8%,-0.5%,2%,13%,-1.7%
Cc1ccc(CONC(=O)c2ccc(C)cc2)cc1,-1%,nt,0.9%[50 µM],nt,nt,-0.1%,nt,2%,nt
CC1CCCN(Cc2c(O)ccc3c(=O)c(-c4ccc(Cl)cc4)coc23)C1 (centres undefined),-7%,nt,0.0%,-13%,nt,nt,0%,nt,-0.4%
O=C(COc1ncnc2c(Cl)cc(Cl)cc12)NCCC1=CCCCC1,-5%,1%,1.6%,-1%,-9%,-0.2%,6%,13%,2.3%
CCOC(=O)c1sc(NC(=O)CSc2ncn(-c3ccccc3)n2)nc1C,-7%,9%,-0.1%,7%,-3%,1.7%,14%,5%,0.3%
CCOC(=O)c1cc(CC)sc1N1C(=O)CC(Sc2ncccc2C(=O)O)C1=O (centres undefined),-9%,26%,-0.3%,4%,-1%,0.7%,-2%,8%,-0.4%
Nc1cc(-c2cccc(F)c2)nn1S(=O)(=O)c1cccc2nsnc12,0%,3%,-0.1%,-3%,20%,0.7%,8%,-1%,-0.1%
COc1ccc(N2CCN(C(=S)Nc3ccccc3OC)CC2)cc1,2%,19%,0.1%,14%,-4%,0.4%,13%,24%,-1.5%
Nc1nonc1-c1nc2ccccc2[nH]1,2%,1%,1.9%,6%,-2%,11%,-6%,5%,-3.6%
CCOCCCNCC(=O)Nc1ccccc1N1CCOCC1,1%,-3%,-0.5%,12%,7%,-1.5%,-4%,17%,-1.4%
Nc1n[nH]c2cccc(Cl)c12,8%,19%,0.7%,-3%,-2%,1.9%,3%,10%,-2.0%
CCOc1ccc(NC(=O)C2CCCN(S(=O)(=O)c3cccc4nsnc34)C2)cc1 (centres undefined),-1%,4%,7.0%,10%,-17%,5.5%,-8%,6%,2.2%
COC(=O)c1c(NC(=O)Cc2cccs2)sc(C(=O)N2CCCCC2)c1C,-3%,11%,0.9%,-7%,-4%,15%,0%,3%,-1.0%
CCCn1nc2cc(C(=O)NCc3ccc(OC)cc3)ccc2c1OCC,2%,7%,-0.1%,-3%,3%,2.4%,-5%,5%,-1.4%
CCOc1cc(CNCC(C)C)cc(Cl)c1OCc1ccccc1,-8%,5%,1.3%,-6%,7%,-2.1%,20%,1%,-1.0%
CCSc1nnc(NC(=O)CCN2C(=O)C3CCCCC3C2=O)s1 (centres undefined),-4%,nt,0.8%[50 µM],nt,nt,0.3%,nt,2%,nt
CCSc1nnc(NC(=O)c2cc(C)oc2C)s1,-6%,13%,4.2%,0%,1%,-0.4%,-6%,6%,1.3%
